CCHFV vOTU inh: blocks the CCHF virus ovarian tumor domain protease. CCHFV vOTU protease, Pep-AMC fluorescence. inhibition, % at 11.5 µM. 0.55% of 370,000 active; note: 0% = vehicle wells with enzyme and 100% = no enzyme wells
DUSP3 inh: blocks human VHR1 dual specificity phosphatase | P51452 | recombinant VHR phosphatase, pNPP absorbance | inhibition, % at 13.3 µM | 0.52% of 290,000 active; in the data active = inhibition above about 50%; note: some compounds called inactive have numbers as strong as hits
FadD28 FP inh: blocks FadD28 binding to the bisubstrate probe | 0.22% of 360,000 active | inhibition, % at 12.5 µM | fluorescence polarization; in the data active = inhibition above about 8.5%, passing the limit was not always enough; inconclusive = no clear call, values can overlap the other calls
FBA Mtb inh: inhibits M. tuberculosis FBA enzyme. purified M. tuberculosis FBA, fluorescence read-out. inhibition, % at 1 µM. 2.3% of 360,000 active; in the data active = inhibition above about 27%;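 note: 0% = vehicle and 100% = reference inhibitor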
GDH-TPI counter: counter-screen for M. tuberculosis FBA inhibitors: GDH-TPI coupled enzymes. GDH-TPI coupled enzyme counterscreen, NADH absorbance. inhibition, % at 4.8 µM. 1.2% of 360,000 active. AID 588335;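 note: 0% = DMSO wells and 100% = wells lacking the enzyme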
Mtb UGM inh: Mtb UDP-galactopyranose mutase inhibition | AID 504406 | 0.06% of 320,000 active | inhibition, % at 10 µM | P9WIQ1 | purified UGM, fluorescence polarization probe displacement; in the data active = inhibition above about 10%, passing the limit was not always enough; inconclusive = no clear call, values can overlap the other calls
Target sequence (P9WIQ1 whole entry, looked up): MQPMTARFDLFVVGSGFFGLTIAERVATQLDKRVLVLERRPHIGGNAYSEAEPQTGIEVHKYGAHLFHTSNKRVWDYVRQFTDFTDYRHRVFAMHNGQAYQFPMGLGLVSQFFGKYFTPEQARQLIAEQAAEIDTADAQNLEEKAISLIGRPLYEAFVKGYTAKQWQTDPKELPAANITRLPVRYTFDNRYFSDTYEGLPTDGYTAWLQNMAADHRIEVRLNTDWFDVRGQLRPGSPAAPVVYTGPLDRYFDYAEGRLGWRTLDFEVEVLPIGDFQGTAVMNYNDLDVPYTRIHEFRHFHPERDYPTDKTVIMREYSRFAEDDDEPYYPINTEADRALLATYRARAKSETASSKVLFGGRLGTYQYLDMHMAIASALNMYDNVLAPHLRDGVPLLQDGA
BioA inh: BioA (M. tuberculosis) enzyme inhibition; purified M. tuberculosis BioA enzyme, plate reader; inhibition, % at 9.99 µM; 0.096% of 360,000 active; AID 602481; in the data active = inhibition above about 40%; inconclusive = no clear call, values can overlap the other calls
BoNT-F LC inh: inhibitors of Botulinum neurotoxin F light chain protease | Multiplex microsphere protease cleavage assay, flow cytometry | inhibition, % at 10 µM | 0.22% of 360,000 active; in the data active = inhibition above about 35%, passing the limit was not always enough; inconclusive = no clear call, values can overlap the other calls; note: plate controls were buffer without enzyme for full effect and enzyme alone for no effect
MazF activator: increases E. coli MazEF RNase cleavage of RNA | FAM/BHQ RNA-DNA oligo cleavage fluorescence, 5 h | activation, % at 20 µM | 0.32% of 350,000 active | P0AE70 | AID 504720; in the data active = activation above about 50%
Target sequence (P0AE70 whole entry, looked up): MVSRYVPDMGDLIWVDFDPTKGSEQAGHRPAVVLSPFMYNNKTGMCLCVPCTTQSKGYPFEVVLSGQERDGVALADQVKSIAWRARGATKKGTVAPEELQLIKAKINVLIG
Rv3671c inh: inhibitors of M. tuberculosis serine protease Rv3671c; P9WHR9; inhibition, % at 5.96 µM; 0.048% of 320,000 active; AID 2606; in the data active = inhibition above about 38%;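 note: extracellular domain of Rv3671c used as enzyme; 0% = enzyme with DMSO and 100% = no enzyme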
Target sequence (P9WHR9 whole entry, looked up, the tested form may be a part): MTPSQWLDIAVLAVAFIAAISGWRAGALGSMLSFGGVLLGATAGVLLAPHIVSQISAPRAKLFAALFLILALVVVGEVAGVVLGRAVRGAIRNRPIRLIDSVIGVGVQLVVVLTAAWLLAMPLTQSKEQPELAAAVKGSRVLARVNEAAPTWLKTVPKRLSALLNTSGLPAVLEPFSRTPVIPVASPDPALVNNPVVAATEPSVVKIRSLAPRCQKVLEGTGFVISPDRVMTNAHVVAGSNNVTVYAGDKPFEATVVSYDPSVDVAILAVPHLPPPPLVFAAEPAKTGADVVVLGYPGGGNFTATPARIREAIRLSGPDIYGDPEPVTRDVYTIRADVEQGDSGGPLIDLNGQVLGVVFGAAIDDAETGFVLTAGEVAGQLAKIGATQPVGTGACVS
* marks the source's active call; other numbers are inactive results; ? = inconclusive; / = no result given; & = joins results of further samples. Cut-off read from the data, not from the text of the source, unless noted: active = inhibition above about 30%; inactive = the rest.

Molecule	FBA Mtb inh	DUSP3 inh	FadD28 FP inh	CCHFV vOTU inh	GDH-TPI counter	MazF activator	BoNT-F LC inh	BioA inh	Rv3671c inh	Mtb UGM inh
O=C(O)CCCC(=O)N1CCc2cc(S(=O)(=O)N3CCc4ccccc43)ccc21	0	17	-4.3	9	4	-2	-5	1.1	-8	-1.2
O=C(COc1ccc(Br)cc1F)NC1CC1	-1	/	-3.1	-1	-5	3	-4	-0.8	-1	-0.1
Cc1cc(N2CCCc3ccccc32)n2ncnc2n1	-2	2	-3.0	4	12	-16	-7	2.6	-8	1.5
NC1=NC(=O)/C(=C/c2ccsc2)S1	0	14	-1.8	4	15	8	0	-3.8	9	2.1
CC(CC(=O)NC1CCCCC1)S(=O)(=O)c1ccc2c(c1)NC(=O)CO2 (stereo not given)	1	28	-0.1	16	8	7	-1	-3.8	-10	-1.8
CC1(C)CC(=O)C=C(Nc2ccc(Cl)c(Br)c2)C1	0	6	-2.8	-3	24	-11	7	3.8	-6	-0.6
O=C(CC(=O)c1ccccc1O)c1cccc(F)c1	4	25	-0.2	/	11	1	-10	/	5	-1.8
Oc1ccc(Cl)cc1CNCc1ccc(F)c(F)c1	-1	/	0.1	3	4	3	-12	0.1	2	-0.4
COC(=O)c1ccc(C2C(C(=O)Nc3ccccc3C)=C(C)Nc3ncnn32)cc1 (stereo not given)	4	25	-0.3	-1	7	4	4	-1.2	-3	-2.4
Cc1ccc(C)c(S(=O)(=O)c2c(C)cc(C)[nH]c2=O)c1	0	20	-3.3	0	-4	-2	-10	-0.6	-5	-4.7
CC1CCN(C(=O)c2ncn3c2c(=O)[nH]c2ccc(Br)cc23)CC1	-1	/	-2.0	1	3	2	-4	-0.1	/	/
O=C(COC(=O)CSc1ccccc1)Nc1ccc(F)cc1F	4	/	-1.0	2	8	8	-3	-1.9	4	-1.3
O=C1CCc2ccccc2N1Cc1ccccc1	1	-2	-3.3	2	5	-4	-22	-0.2	4	0.6
Cc1c(NC(=O)COC(=O)c2ccc(S(=O)(=O)N3CCOCC3)cc2)c(=O)n(-c2ccccc2)n1C	1	12	-2.6	1	-7	5	-4	0.1	-4	-0.6
CCOC(=O)C(=O)Nc1nnc(Cc2ccc(OC)c(OC)c2)s1	-1	12	-4.4	-6	-1	1	0	-1.7	-4	0.9
C=CCOc1ccc(/C=C2/C(=O)ON=C2C)cc1OCC	-1	1	-4.2	-15	-12	1	9	0.3	-7	2.1
O=C(CC1CCC1)Nc1cccc2c([N+](=O)[O-])cccc12	1	/	-1.8	12	8	12	?	-1.3	9	-3.1
COc1ccc(/C=C/CN2CCN(CCc3ccccc3)C(CCO)C2)cc1 (stereo not given)	-2	-4	-5.3	-12	5	3	-6	-1.5	6	-2.5
COc1ccc(NC(=O)CC(C)C)c(OC)c1	0	25	-0.6	5	-2	4	-3	-4.3	1	-0.8
COc1cc(/C=C2\Oc3ccc(C#Cc4ccc(O)cc4)cc3C2=O)cc(OC)c1	0	/	-1.3	/	21	6	2	-1.6	24	0.5
COc1ccccc1OCC(=O)NCC1CCCN(C(=O)c2ccccc2C(C)=O)C1 (stereo not given)	-1	2	0.4	-3	4	-3	-9	0.9	-8	1.2
COc1ccccc1NS(=O)(=O)c1ccc2oc(SC3CCOC3=O)nc2c1 (stereo not given)	2	31	0.2	/	4	-5	3	-1.0	-1	1.9
Cc1cc(/C(N)=N/OC(=O)c2ccc(Cl)cc2)no1	1	-5	-3.0	-2	-16	7	?	2.9	0	-0.3
COc1cc(C(=O)N(C)CC(=O)Nc2cccc(F)c2)ccc1OCc1ccccc1	1	/	-3.3	8	-2	-2	/	5.0	8	5.1
COCCn1nnnc1C(c1cc2cc(C)ccc2[nH]c1=O)N1CCN(C2CCCCC2)CC1 (stereo not given)	3	-1	-5.0	-10	-3	-5	9	-0.9	7	/

4 structures out of the list, arranged by length of the SMILES, descending:
Molecule	FBA Mtb inh	DUSP3 inh	FadD28 FP inh	CCHFV vOTU inh	GDH-TPI counter	MazF activator	BoNT-F LC inh	BioA inh	Rv3671c inh	Mtb UGM inh
COc1cc(C(=O)N(C)CC(=O)Nc2cccc(F)c2)ccc1OCc1ccccc1	1	/	-3.3	8	-2	-2	/	5.0	8	5.1
CC1CCN(C(=O)c2ncn3c2c(=O)[nH]c2ccc(Br)cc23)CC1	-1	/	-2.0	1	3	2	-4	-0.1	/	/
Oc1ccc(Cl)cc1CNCc1ccc(F)c(F)c1	-1	/	0.1	3	4	3	-12	0.1	2	-0.4
COc1ccc(NC(=O)CC(C)C)c(OC)c1	0	25	-0.6	5	-2	4	-3	-4.3	1	-0.8

Other entries:
Molecule	FBA Mtb inh	DUSP3 inh	FadD28 FP inh	CCHFV vOTU inh	GDH-TPI counter	MazF activator	BoNT-F LC inh	BioA inh	Rv3671c inh	Mtb UGM inh
O=C(CSc1nnc(-c2cccnc2)n1C1CCCCC1)NC1CCCC1	-1	9	0.4	-13	1	-17	-8	-1.7	8	1.6
CN(CC(=O)Nc1ccc(F)c(F)c1F)C(=O)C1CCCCC1	3	/	-1.1	2	-2	1	6	0.4	8	1.5
CC(C)c1ccc(NC(=O)Nc2cnccn2)cc1	0	30	0.0	8	5	2	-5	-0.8	-4	-1.5
N#Cc1cc(-c2ccccc2)nnc1Sc1ccc(F)cc1	1	12	-0.2	1	1	18	3	-1.2	4	1.6
Cc1cccc(NS(=O)(=O)c2ccc(S(=O)(=O)N3CCCC3)cc2)c1	1	/	-0.4	-3	1	2	8	-0.3	/	/
CCOc1ccc2nc(NC(=O)CCC(=O)c3cccs3)sc2c1	-3	9	-4.0	4	-6	-4	1	/	0	-0.3
Cc1cccc(CSc2nnc(Cn3c(=O)sc4ccccc43)n2C)c1	2	26	0.0	3	4	4	8	-0.4	5	0.4
O=C(COC(=O)Cc1ccccc1)Nc1cc(S(=O)(=O)N2CCOCC2)ccc1N1CCCC1	-2	-4	-2.4	1	-1	5	-5	0.2	7	-0.8
Cc1nnc(SCC(=O)N2c3ccccc3C(C)(c3ccc(Cl)cc3)CC2(C)C)s1 (stereo not given)	-1	8	-4.2	-11	7	-10	4	-0.6	1	-1.2
COc1ccc(NC(=O)CSCc2cc(=O)n3cc(C)sc3n2)cc1	0	2	-2.7	6	4	-2	-3	0.1	2	-1.1
Brc1ccc(/C=N/Nc2ccccc2)cc1	1	11	-2.8	1	18	2	-4	/	-6	-0.9
Cc1ccc(S(=O)(=O)Nc2ccccc2F)cc1C(=O)NNC(=O)c1csc(N2CCOCC2)n1	-2	/	0.3	3	0	-4	5	-0.7	1	0.2
COc1ccc(Nc2nc(N)c([N+](=O)[O-])c(NCCO)n2)cc1	-5	-1	-1.6	2	7	12	-5	8.4	1	0.0
Cc1cc(-c2ccccc2)c(C#N)c(SCC(N)=O)n1	1	-4	-5.1	4	1	6	13	-1.5	-2	0.7
CCN(C[C@H]1N[C@@](Cc2ccccc2)(C(=O)OC)[C@H]2C(=O)N(C)C(=O)[C@@H]12)C(C)=O	1	/	-2.1	-3	7	-9	-6	-0.6	5	/
CC(=O)Nc1ccc(NC(=O)CSc2ncnn2-c2ccccc2)cc1	-4	31	-5.1	24	-2	2	?	-0.5	-4	1.3
CCC(NC(=O)CC[C@H]1O[C@@H](n2cc(C)c(=O)[nH]c2=O)C[C@@H]1O)c1ccccc1 (stereo not given in full)	1	/	-2.2	-6	4	4	-1	0.4	/	/
Cc1nc2c(C(=O)O)cnn2c(C)c1Cc1ccccc1F	10	2	1.3	2	5	-4	8	3.1	4	-0.5
COc1cccc(Nc2nc(C(N)CC(C)C)cs2)n1 (stereo not given)	1	/	-1.8	16	4	/	-13	0.9	/	/
CCOC(=O)N1CCN(C(=O)C2CC(=O)N(Cc3ccc(OC)cc3)C2)CC1 (stereo not given)	1	2	-3.8	2	-15	-2	-3	-0.1	3	-3.9
O=S(=O)(Nc1ccc2c(c1)OCCO2)c1cccc2cccnc12	0	14	-2.8	3	7	-6	-5	-2.4	9	0.8
CCc1ccc(C(=O)Nc2cc(C)on2)o1	1	-12	0.2	-13	-2	-7	6	-1.1	6	-2.8
C/C(=N\NC(=O)c1cccnc1)c1cccc([N+](=O)[O-])c1	4	13	-0.3	1	10	3	2	/	0	-3.2
COc1cc(Cl)c(S(=O)(=O)NCCCn2ccnc2)cc1Cl	4	14	-2.0	-4	6	1	34	-1.0	-6	0.7
Cc1cc(-c2nnc(-c3cccc(C(F)(F)F)c3)o2)no1	-3	29	-2.6	-9	-3	-7	?	/	9	-0.6
CN1CCc2cc3c(c4c2C1Cc1ccccc1-4)OCO3 (stereo not given)	-2	22	-0.4	23	10	-226	-28	-1.3	-46	3.6
CCOc1ccc(N2CC(O)Cn3c2nc2c3c(=O)n(CCCc3ccccc3)c(=O)n2C)cc1 (stereo not given)	4	22	-1.2	10	7	4	-10	-0.4	1	1.9
COc1ccc(NC(=O)Oc2ccccc2)cc1Cl	-3	40	-6.7	-6	-12	5	-7	-0.4	3	0.5
O=C(Nc1cccc(Cl)c1)c1cc([N+](=O)[O-])ccc1N1CCN(CCO)CC1	4	22	-1.1	4	12	0	3	1.6	5	2.6
O=C(CCCOc1ccc(Cl)cc1)NCCc1ccccc1	-2	1	-3.5	16	8	-4	-16	-0.9	-1	0.8
N#Cc1ccc(-c2ccc(OCC(=O)NN=Cc3ccncc3)cc2)cc1	6	/	-0.6	12	3	28	5	/	-7	-0.7
O=C(Cc1ccccc1)Nc1ccc(NC(=O)c2cccs2)c(Cl)c1	-1	2	-4.0	0	5	8	2	0.0	1	2.0
CCOC(=O)c1sc2cccc(Cl)c2c1N	2	16	0.6	1	5	3	6	0.1	3	-0.1
Cc1nnc(NC(=O)CSc2nccn2-c2ccc(F)cc2)s1	0	24	-1.9	5	-6	1	1	/	-6	1.7
O=C(c1cc(S(=O)(=O)N2CCCCC2)ccc1Cl)N1CCOCC1	0	12	0.3	-14	2	3	-1	-0.3	1	0.3
Cc1nc2ccccc2c2oc(C(=O)N3CCCC(C)C3)cc12 (stereo not given)	-1	2	0.6	13	8	9	5	1.3	-3	-0.5
Cn1c(/C(C#N)=C/C2CC=CCC2)nc2ccccc21 (stereo not given)	-1	-4	-2.0	-11	6	-13	-12	-1.2	-8	-3.1
COc1ccccc1C(=O)NC(CCSC)C(=O)N1CCN(C/C=C/c2ccccc2)CC1 (stereo not given)	0	/	-4.7	1	3	8	-2	0.9	7	2.1
CCCCCCCCCCCCCCCC[n+]1ccccc1	0&-4&0	/	32*	38*	4&2&-2	-20&-30	-20&-42&-50	24&23&26	/	/
COc1ccc2c(c1OC)C(CC(C)=O)N1CCc3cc4c(cc3C1C2=O)OCO4 (stereo not given)	-3	/	-2.6	-12	-7	/	-2	1.2	/	/
O=C(NCc1ccco1)c1ccc2nccnc2c1	0	18	-2.7	2	8	-2	-10	1.2	5	-0.8
Cc1cc(C(=O)Nc2ccc3ccccc3c2)oc1C	-1	10	-1.0	8	9	3	-4	-6.6	-8	0.9
Cc1cccc(C(=O)OCC(=O)N2CC(C)OC(C)C2)c1C (stereo not given)	2	-40	-1.2	1	6	6	0	1.5	6	-0.9
Cn1cnnc1Sc1ccc(S(C)(=O)=O)cc1[N+](=O)[O-]	2	20	-2.3	0	13	14	-2	/	1	-0.3
Cc1ccc(CCNC(=O)CCn2ccc3cc(S(=O)(=O)N4CCCC4)ccc32)cc1	4	4	-1.8	-11	11	-2	14	-0.3	-1	-1.1
COc1cc(C(=O)NNC(=O)NC2CCCCC2)cc(OC)c1OC	6	9	2.6	7	0	-2	3	1.1	-2	2.4
Cc1sc2nc(CN3CCCCC3)nc(Cl)c2c1C	-1	13	-1.3	5	-1	2	-6	/	-6	1.6
